# MCL1-BIM inh: inhibitors of human MCL1 binding to BIM-BH3 peptide; Q07820; GST-MCL1 / FITC-Bim-BH3 fluorescence polarization; inhibition, % at 10.9 µM; 0.68% of 320,000 active;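 active = inhibition above the mean inhibition of all tested compounds plus 3 SD, set per campaign, cut at about 40% in these data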;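 also: 0% = DMSO wells and 100% = unlabeled Bim-BH3 peptide control; higher means more loss of mP so more displacement of Bim peptide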
# Efflux pump mplx: blocks antifungal efflux pumps in multiplex yeast assay; S. cerevisiae Candida pump triplex, Nile Red efflux; inhibition, % at 10 µM; 0.44% of 330,000 active; AID 485275;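 active = plate passing quality check with inhibition over a set limit, or well fluorescence over plate mean plus 4 SD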;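 also: Nile Red retained in pooled yeast measured as flow cytometry median fluorescence; 0% = buffer negative control and 100% = Enniatin B positive control; higher means more Nile Red kept so more efflux inhibition; some compounds called inactive have numbers as strong as hits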
# MEX-5 binding: C. elegans MEX-5 TCR-2 RNA binding activity | Q9XUB2 | activity score (negative = inhibition of binding), % at 10 µM | AID 1832 | MEX-5/FITC-TCR2 RNA binding, fluorescence polarization; active compounds read low | 0.38% of 300,000 active;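 active = inhibition past about -25% in most replicates, and total fluorescence under double the plate's negative control median, limit read from the data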;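 also: 0% = DMSO and -100% = 5 µM competing unlabeled TCR2 RNA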
# Target sequence (Q9XUB2 whole entry, looked up): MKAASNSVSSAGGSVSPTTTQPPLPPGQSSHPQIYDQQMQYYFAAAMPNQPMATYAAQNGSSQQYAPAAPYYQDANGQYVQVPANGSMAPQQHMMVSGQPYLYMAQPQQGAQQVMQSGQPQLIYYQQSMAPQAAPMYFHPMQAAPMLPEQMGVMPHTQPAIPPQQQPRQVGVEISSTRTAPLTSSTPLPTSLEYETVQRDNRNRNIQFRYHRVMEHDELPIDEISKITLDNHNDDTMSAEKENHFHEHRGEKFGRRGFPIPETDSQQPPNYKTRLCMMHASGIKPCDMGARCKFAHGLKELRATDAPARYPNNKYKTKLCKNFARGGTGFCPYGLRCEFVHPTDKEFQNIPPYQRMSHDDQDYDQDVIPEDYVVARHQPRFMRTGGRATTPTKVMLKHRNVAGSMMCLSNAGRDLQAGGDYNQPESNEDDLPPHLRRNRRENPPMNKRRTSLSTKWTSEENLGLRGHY
# VLA-4 inh: inhibition in a human VLA-4 binding assay; P13612; VLA-4 expressing cells, ligand binding flow cytometry; inhibition, % (about 7 µM as worked out from the volumes in the protocol); 0.2% of 330,000 active; AID 2557; in the data active = inhibition above about 50%
# Fam108B inh: blocks mouse Fam108B hydrolase in RBBP9 counter-screen. recombinant Fam108B, FP-Rh probe fluorescence polarization. inhibition, % at 9.51 µM. 0.33% of 300,000 active. AID 1947;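 active = inhibition above the screen mean inhibition plus 3 SD, computed separately per campaign, cut at about 18% in these data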;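 also: inhibitors lower polarization as less probe binds the enzyme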
# PME-1 inh: PME-1 (human) inhibition | Q9Y570 | recombinant PME-1, FP-Rh probe fluorescence polarization | inhibition, % at 5.9 µM | 0.53% of 320,000 active;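 active = inhibition above the campaign mean of all compounds plus 3 SD, cut at about 26% in these data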;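 also: competitive labeling of PME-1 active site by serine hydrolase directed probe; 0% = PME-1 with DMSO and 100% = wells lacking PME-1 enzyme; inhibitors block probe labeling so polarization falls and inhibition rises; many of its hits are not listed in these tables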
# Target sequence (Q9Y570 whole entry, looked up): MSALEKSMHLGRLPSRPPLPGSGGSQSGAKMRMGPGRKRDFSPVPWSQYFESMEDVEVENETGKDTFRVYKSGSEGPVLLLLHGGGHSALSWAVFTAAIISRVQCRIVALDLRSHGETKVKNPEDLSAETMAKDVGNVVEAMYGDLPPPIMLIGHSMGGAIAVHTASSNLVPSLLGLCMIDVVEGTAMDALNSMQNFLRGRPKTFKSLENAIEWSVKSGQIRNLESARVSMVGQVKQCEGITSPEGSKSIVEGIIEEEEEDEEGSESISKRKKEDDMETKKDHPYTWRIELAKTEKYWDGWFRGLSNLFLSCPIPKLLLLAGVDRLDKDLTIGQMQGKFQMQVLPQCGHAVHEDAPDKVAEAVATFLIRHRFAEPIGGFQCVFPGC
# GLD-1 TGE inh: GLD-1-TGE RNA interaction inhibition (C. elegans) | Q17339 | purified GLD-1 + fluorescein TGE RNA, fluorescence polarization | inhibition, % at 5.96 µM | 0.44% of 320,000 active;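 active = percent inhibition above a per-plate cutoff, the plate mean of test compounds plus 3 SD, cut at about 30% in these data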;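 also: 0% = DMSO wells with GLD-1 and probe and 100% = wells lacking GLD-1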
# Bcl-xL primary: blocks human Bcl-xL binding to Bim BH3 peptide | Q07817 | GST-Bcl-xL / FITC-Bim BH3 peptide fluorescence polarization | inhibition, % at 10.9 µM | 0.7% of 320,000 active | AID 2129;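 active = inhibition above the mean of all tested compounds plus 3 SD, cutoff set per campaign, cut at about 30% in these data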;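 also: 0% = DMSO wells and 100% = unlabeled Bim-BH3 peptide competitor; inhibitors lower millipolarization by displacing the labeled peptide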
# Target sequence (Q07817 whole entry, looked up): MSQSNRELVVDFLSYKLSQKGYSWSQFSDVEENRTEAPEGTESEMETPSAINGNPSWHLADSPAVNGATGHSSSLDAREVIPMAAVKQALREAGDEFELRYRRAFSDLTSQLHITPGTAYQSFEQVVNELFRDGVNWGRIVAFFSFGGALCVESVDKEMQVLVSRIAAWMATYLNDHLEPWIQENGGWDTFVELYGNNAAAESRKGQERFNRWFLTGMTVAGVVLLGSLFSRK
# GRK2 aptamer HTS: inhibitors of human GRK2 displacing RNA aptamer; P25098; inhibition of aptamer binding, % at 10 µM; AID 488847; 0.59% of 330,000 active; bead flow cytometry, FAM-aptamer displacement from GRK2;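 active = inhibition of aptamer binding above 40%, roughly 3 SD of noise, on plates passing a quality check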;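 also: median bead fluorescence of bound FAM aptamer so fluorescent compounds give negative values; no value below 0 was filed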
# The depositor's hits bear a star; / = no result given. Only part of the results is shown; count on the stated rates, not on these rows.
# Every second line gives: MCL1-BIM inh	Efflux pump mplx	MEX-5 binding	VLA-4 inh	Fam108B inh	PME-1 inh	GLD-1 TGE inh	Bcl-xL primary	GRK2 aptamer HTS
- CCNC(=S)N1CCC(C(=O)c2ccc(Cl)cc2)CC1
    4	0.0	1.0	9	-6	-1	5	-1	0
- Cc1ccc(NC(=O)N(CCC(=O)O)Cc2ccccc2)cc1
    -3	0.1	-0.9	2	6	-1	5	-1	0
- Cc1ccc(NC(=O)c2ccc(S(=O)(=O)NCc3ccco3)cc2)nc1
    -7	-0.1	0.6	14	-4	1	-6	-4	4
- CC(=O)Oc1ccc(OC(C)=O)c(SCCCCCN2CCOCC2)c1
    3	0.1	-0.5	7	3	0	4	1	1
- COc1cc2c(c(OC)c1OC)C(=O)CC2
    5	0.0	2.8	2	3	-2	2	4	2
- C=CCOc1ccc(/C(O)=C2/C(=O)C(=O)N(CCN3CCOCC3)C2c2ccc(C)cc2)cc1 (stereo not given)
    3	0.1	3.5	9	-1	2	4	2	1
- CCOc1ccc(NC(=O)CSc2nc3ccccc3c(=O)n2CCCC(=O)N2CCCC2)cc1
    -3	0.0	2.1	3	0	9	4	-2	4
- CCN(CC)CCCn1c2c(c(SCC(=O)Nc3cc(C)on3)nc1=O)CCC2
    3	0.2	0.2	2	-2	3	-4	1	1
- Cc1c(C=O)c(C=O)c(C)n1Cc1ccccc1
    2	0.0	-2.5	-3	8	-5	2	4	3
- Cc1[nH]nc(SCC(=O)NCC(C)C)c1[N+](=O)[O-]
    7	-0.2	-0.8	0	4	2	4	3	0
- COc1ccc(Cc2nc3ccccc3n2CC(=O)N/N=C/c2ccccc2)cc1OC
    5	0.3	-1.3	3	4	8	9	2	0
- O=C(c1ccc2c(=O)n3c(nc2c1)CCCCC3)N1CCN(C(c2ccccc2)c2ccccc2)CC1
    1	0.1	-0.1	19	-5	-7	14	4	4
- O=C(COc1ccccc1)N=C1SC2CS(=O)(=O)CC2N1c1ccc(F)cc1 (stereo not given)
    4	0.0	-1.8	-8	0	-2	9	0	0
- Cn1c(=O)[nH]c(=O)c2c1nc(SCC(N)=O)n2Cc1cccc(Br)c1
    3	-0.4	2.4	-11	-1	2	2	6	1
- O=C(CCSCc1ccc(Cl)cc1)NCc1cccs1
    -3	-0.1	/	4	1	1	1	3	2
- CN1CCCN(C(=O)C2CCC(C(=O)N3CCCN(C)CC3)CC2)CC1 (stereo not given)
    -3	0.1	4.1	18	-2	-4	-5	1	0
- COc1ccc(-c2csc3ncnc(N4CCN(c5ccccc5O)CC4)c23)cc1
    -3	0.2	-0.8	16	-5	7	-2	-2	3
- O=C(O)C1=CCCN(CCON=C(c2ccccc2)c2ccccc2)C1
    2	0.1	/	2	2	-1	-2	5	0
- COc1cc(OC)cc(C(=O)Nc2cc(C)nn2-c2ccccc2)c1
    8	-0.1	-0.9	-28	11	0	0	7	2
- O=C(O)c1ccc(N2C(=O)CC(SC(=Nc3ccccc3)Nc3ccccc3)C2=O)cc1 (stereo not given)
    7	3.3	1.6	10	7	-5	4	3	0
- Cc1ccc(Oc2nc(-c3cccnc3)nc3ccccc23)c([N+](=O)[O-])n1
    -2	-0.2	4.3	4	-2	-7	-11	2	2
- COc1ccc(C(=O)N(CN2CCCC2=O)c2ccccc2OC)cc1OC
    -3	0.1	-0.9	6	-3	7	3	-3	0
- COc1ccc(C(C#N)N2N=C(C)CC2c2ccccc2)cc1 (stereo not given)
    2	-0.1	3.3	8	-3	2	6	1	0
- Cc1[nH]c2ccc(-c3n[nH]c(=S)n3-c3ccccc3)cc2c1C
    2	-9.9	3.4	0	3	10	0	-4	0
- C=CCSc1nnc(NC(=O)CN2C(=O)NC3(CCCC3)C2=O)s1
    -5	0.4	-3.4	5	-3	-7	-1	-5	1
- CCN(CC)c1ccc(NC(=O)COC(=O)CSc2ccc(Br)cc2C)cc1
    10	-0.3	-0.5	11	10	3	2	4	0
- Cc1cc(NC(=O)CCSc2nc(-c3ccco3)cc(C(F)(F)F)n2)no1
    -2	0.0	-1.3	9	-4	2	-1	3	0
- COc1c(F)c(F)c(C(=O)Nc2ccc(NC(=O)Cc3ccccc3)cc2)c(F)c1F
    -10	-0.2	0.3	0	-4	-8	-5	2	0
- C#Cc1ccc([C@@H]2C=C(C(=O)NCc3ccccc3)O[C@H](OCc3ccc(CO)cc3)C2)cc1
    -14	-0.1	2.7	-4	-11	-8	4	-9	0
- Cc1ccc(S(=O)(=O)N(C)C)cc1NC(=O)COC(=O)c1ccc2c(c1)NC(=O)CS2
    5	0.2	1.8	-24	-2	16	-2	-5	3
- COc1ccc(NC(=O)c2cc(OC)c(OC)c(OC)c2)cn1
    -1	-0.1	-2.5	2	3	2	6	1	1
- CCOc1ccccc1C(=O)N[C@H](C(=O)OCc1csc(CC(=O)Nc2ccc(C)cc2)n1)C(C)C
    /	0.2	/	-3	/	/	-2	/	3
- CC(C)Oc1ccc(/C(O)=C2/C(=O)C(=O)N(CCN3CCNCC3)C2c2cccc([N+](=O)[O-])c2)cc1 (stereo not given)
    15	-0.1	-0.3	-10	1	-5	4	5	0
- CCOc1c(Br)cc(C2NC(=O)CCC2[N+](=O)[O-])cc1OC (stereo not given)
    1	-0.1	2.6	16	2	0	2	3	0
- COc1ccc(NC(=S)N2CCN(Cc3cccc(F)c3)CC2)c(OC)c1
    -6	0.0	-2.0	1	1	1	5	-5	0
- COc1ccc(C(=O)NC2CCN(C(=S)Nc3cc(C)ccc3C)CC2)cc1
    5	-0.1	2.8	-2	-3	-6	9	9	1
- Nc1nc(Nc2cccc(Cl)c2)n[nH]1
    0	0.1	-0.3	-1	-4	0	1	-2	4
- Cc1nc(N2CCN(Cc3ccccc3)CC2)[nH]c(=O)c1C
    -4	-0.2	-1.4	-6	0	-7	4	0	0
- Cn1nc(C(=O)N2CCN(S(=O)(=O)c3ccccc3)CC2)c2ccccc2c1=O
    -18	0.1	-3.1	3	2	2	7	-9	0
- Cc1cc(COc2ccccc2O)on1
    5	-0.1	-1.1	-9	-3	1	1	0	0
- O=C(CN1CCN(S(=O)(=O)c2ccc(Br)cc2)CC1)N/N=C/c1cc([N+](=O)[O-])ccc1Cl
    11	-6.2	-0.7	0	2	27*	8	4	1
- CC(C)(C)c1ccc(-n2ncc3c2CCCC3NC(=O)CN2CCOC2=O)cc1 (stereo not given)
    -3	0.3	1.4	3	1	-4	-4	6	7
- CCCCCn1c(=O)[nH]c2cc(C(=O)NCCN3C(C)CCCC3C)ccc2c1=O (stereo not given)
    -8	0.1	0.1	2	-3	0	5	-2	0
- Cc1ccccc1-n1c(=O)c2c(n3cnnc13)-c1ccccc1CC21CCCCC1
    -2	0.1	0.6	15	-3	1	-3	2	0
- O=C(c1cccc(F)c1)N1CCCC(C(=O)N2CCCCC2)C1 (stereo not given)
    5	-0.3	3.2	6	5	-4	-5	3	0
- CC(C)NC(=O)N(Cc1ccccc1)Cc1cccs1
    11	0.0	-1.4	-2	1	0	6	10	0
- Cc1ccc(S(=O)(=O)Nc2ccc3c(c2)nc(C)n3C)cc1
    -2	0.0	-1.5	8	-3	2	2	1	2
- O=C(/C=C/c1cccc(O)c1)c1cccnc1
    1	0.0	-1.8	5	6	-2	0	1	4
- O=C(NN1C(=O)NC2(CCCCC2)C1=O)c1ccc(-c2ccccc2Cl)o1
    5	0.0	/	19	/	-6	-1	4	2
- CCN1CCCC1CN(Cc1cc2cc(OC)ccc2[nH]c1=O)C(=O)NCc1ccccc1 (stereo not given)
    -1	-0.1	2.4	0	-3	-3	-2	5	0
- O=C(NCCc1ccccc1)c1cccc(Br)c1
    2	0.3	2.3	1	4	-2	-5	2	4
- O=C(Nc1cccc(Cl)c1)Nc1csc([N+](=O)[O-])c1
    -3	-0.3	-0.1	11	0	14	3	0	0
- O=C(Nc1ccccn1)c1ccc2c(c1)OCO2
    0	-0.1	2.1	11	1	3	-6	4	0
- C=CCOC(=O)C(C#N)c1nc2ccccc2nc1N1CCN(c2ccccc2OCC)CC1 (stereo not given)
    1	-0.6	-0.8	-1	1	5	4	5	6
- Cc1cc(NCc2ccccn2)nc2ccccc12
    2	-0.1	2.0	3	2	-7	0	-1	0
- CN1C(N)=NC(=O)/C1=C/c1ccc(F)cc1
    -1	0.0	-0.7	-2	2	-4	1	-1	2
- CCN(C(=O)COC(=O)c1cc([N+](=O)[O-])ccc1N1CCOCC1)C1CCS(=O)(=O)C1 (stereo not given)
    -6	-0.3	1.1	-6	-4	6	5	-6	1
- CC(C)(CNC(=O)c1ccc(S(=O)(=O)N2CCCC2)cc1)N1CCOCC1
    -4	0.0	1.0	4	-1	-10	10	2	0
- CC1CCCN(C(=S)NCCc2ccccc2)C1 (stereo not given)
    6	-0.1	-1.7	-10	3	1	8	8	2
- Cc1ccc(-n2ncc3c(NNC(=O)c4cccs4)ncnc32)cc1
    -14	-0.1	1.6	-4	0	-5	-3	-12	0

# Next part:
# Every second line gives: MCL1-BIM inh	Efflux pump mplx	MEX-5 binding	VLA-4 inh	Fam108B inh	PME-1 inh	GLD-1 TGE inh	Bcl-xL primary	GRK2 aptamer HTS
- C1CCC(NC2=NCCC2)CC1
    -1	0.3	-1.8	4	-2	-2	-5	-3	0
- COC(=O)c1oc2c(c1C)C(=O)CCC2
    2	0.1	0.6	3	0	-1	-3	3	2
- O=C(CN1C2=NCCN2c2ccccc21)c1ccco1
    3	0.0	-2.0	12	0	1	5	4	3
- CCNC(=O)CSc1nnc(CN2CCCCCC2=O)n1-c1ccccn1
    6	-0.1	1.2	5	0	3	2	4	1
- Cc1ccn(CCC(=O)O)n1
    1	0.0	-1.3	23	3	1	-5	5	4
- O=C(O)C1CCN(C(=O)c2csc(-c3ccc4c(c3)CCO4)n2)CC1
    -4	-0.1	-0.5	-3	-1	-1	8	-1	/
- CCN(CC)c1ccc(NC(=O)Nc2ccc(C(C)=O)cc2)cc1
    5	0.4	1.2	-12	5	22	-4	16	4
- CC(C)(C)Cc1nnc(NC(=O)Cc2ccc([N+](=O)[O-])cc2)s1
    19	0.0	0.5	0	5	-1	3	5	0
- CCOC(=O)c1ccc(CNC(=O)c2cc(C(C)(C)C)oc2C)o1
    -3	0.1	1.0	17	0	-7	10	1	8
- Cc1cc(C)n(CCCNC(=O)COc2ccc([N+](=O)[O-])cc2)n1
    /	-0.3	/	0	/	/	4	/	1
- O=C(CSc1nnc(-c2ccncc2)s1)Nc1ccc(Cl)c(C(=O)O)c1
    0	-0.1	-0.4	-3	0	0	2	4	1
- O=c1nc(SCc2c(F)cccc2Cl)nc(-c2ccccc2)[nH]1
    13	0.0	-5.1	7	-2	-4	1	9	0
- CCOC(=O)c1sc(NS(=O)(=O)c2ccccc2Cl)nc1C
    1	0.0	-0.1	3	0	3	1	5	0
- COCC(=O)Nc1nnc(COc2ccccc2)s1
    1	0.0	-4.5	7	1	-3	2	0	0
- CS(=O)(=O)c1nc(-c2ccccc2)cc(C(F)(F)F)n1
    11	0.0	-4.1	34	-2	-3	6	6	0
- COc1ccc(C2CC(=O)N3C(=C2C#N)SCC3(O)c2ccccc2)cc1 (stereo not given)
    9	0.1	-3.0	-9	-4	4	1	5	0
- COCC(C)NC(=O)CSc1nc2cc(S(=O)(=O)N3CCCCC3)ccc2o1 (stereo not given)
    5	-0.1	/	0	/	8	3	6	3
